# Screening results deposited in PubChem by several laboratories.
# STAT3 activator – activators of IL-6 induced STAT3 signaling | U3A cells, IL-6 STAT3-luciferase reporter, luminescence; 100% = signal with IL-6 EC80 alone | activation (% of control), % at 5.6 µM | 190,000 tested, 0.91% active;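 active = activation above the screen-wide mean of compound activation plus 3 SD, cut at about 130% in these data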;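 note: 0% = background luminescence of wells with medium and substrate only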
#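 Test system: human U3A cells carrying STAT3-luciferase construct; control set: IL-6-only wells as 100% reference; timing: compound pre-incubation 1 h before IL-6, then 6 h stimulation at 37 °C; also added: IL-6 stimulus at 33 ng/mL final; evaluation: % activation versus median of IL-6-stimulated wells; detection: reporter luminescence signal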
# Hsp70 act – switches on Hsp70 transcription. HeLa Hsp70 promoter luciferase reporter, luminescence; scaled: vehicle 0, proteasome-inhibitor control 100%. AID 1203. activation, % at 10 µM. 200,000 tested, 0.04% active;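 active = activation above the mean across all tested compounds plus 3 SD, cutoff set per campaign, cut at about 5.5% in these data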;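 note: 100% = MG132 at 30 µM as the positive control and 0% = DMSO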
# Redox H2O2 prof – compounds producing H2O2 with reducing agent – biochemical, NIH compound library profiling, artefact control for MLSCN library redox annotation, primary screen | DTT-dependent redox cycling H2O2, phenol red/HRP absorbance; 100% = 100 µM peroxide control, 0% = buffer | 200,000 tested, 0.03% active | activation, % at 10 µM | AID 878;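 active = activation of at least 50% relative to the plate's high and low controls in the primary single-dose screen; inactive = activation below 50%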;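 note: compound incubated with DTT at 0.8 mM final as the reducing agent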
# STAT1 activator – STAT1 signaling activation. activation (% of control), % at 5.5 µM. NIH 3T3 STAT1-luciferase reporter, IFN-gamma, luminescence; 100% = IFN-gamma alone, no compound. AID 932. 200,000 tested, 2.6% active;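 active = activation above the screen-wide mean activation plus 3 SD, cut at about 130% in these data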;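 note: raw ratio to IFN-gamma control signal so 100% means no change and 0% no light; values of inactives mirror those of a sister screen read the other way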
# TLR4-MyD88 BLA – TLR4-MyD88 interaction inhibition in cells; O00206+Q99836; HeLa CL3-4 TLR4/MyD88 BLA complementation, FRET ratio; inhibition, % at 8.4 µM; 200,000 tested, 0.18% active; AID 861; in the data active = inhibition above about 25%;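 note: 0% = vehicle and 100% = reference inhibitor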
# Target sequence (O00206 whole entry, looked up): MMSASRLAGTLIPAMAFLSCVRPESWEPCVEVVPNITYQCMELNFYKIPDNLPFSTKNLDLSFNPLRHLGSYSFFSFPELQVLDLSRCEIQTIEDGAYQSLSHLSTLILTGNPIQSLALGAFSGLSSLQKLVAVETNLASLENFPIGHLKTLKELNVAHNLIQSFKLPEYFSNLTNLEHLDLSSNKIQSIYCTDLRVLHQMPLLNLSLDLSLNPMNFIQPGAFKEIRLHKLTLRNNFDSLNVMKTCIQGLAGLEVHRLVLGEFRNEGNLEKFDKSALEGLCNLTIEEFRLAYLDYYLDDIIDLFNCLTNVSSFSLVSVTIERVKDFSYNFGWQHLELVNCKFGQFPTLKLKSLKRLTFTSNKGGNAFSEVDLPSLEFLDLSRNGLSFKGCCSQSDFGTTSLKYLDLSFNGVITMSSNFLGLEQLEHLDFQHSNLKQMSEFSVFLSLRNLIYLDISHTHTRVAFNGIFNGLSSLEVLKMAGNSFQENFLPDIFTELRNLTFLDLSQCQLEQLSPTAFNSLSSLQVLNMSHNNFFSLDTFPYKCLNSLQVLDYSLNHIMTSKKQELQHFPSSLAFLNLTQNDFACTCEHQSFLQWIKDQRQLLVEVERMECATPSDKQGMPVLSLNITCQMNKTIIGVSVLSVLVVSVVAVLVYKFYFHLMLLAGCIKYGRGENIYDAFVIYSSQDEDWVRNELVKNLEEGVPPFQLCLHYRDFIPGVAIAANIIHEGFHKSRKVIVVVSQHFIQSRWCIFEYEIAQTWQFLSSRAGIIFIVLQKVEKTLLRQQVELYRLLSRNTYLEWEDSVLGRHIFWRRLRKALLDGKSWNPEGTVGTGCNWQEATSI
# Target sequence (Q99836 whole entry, looked up): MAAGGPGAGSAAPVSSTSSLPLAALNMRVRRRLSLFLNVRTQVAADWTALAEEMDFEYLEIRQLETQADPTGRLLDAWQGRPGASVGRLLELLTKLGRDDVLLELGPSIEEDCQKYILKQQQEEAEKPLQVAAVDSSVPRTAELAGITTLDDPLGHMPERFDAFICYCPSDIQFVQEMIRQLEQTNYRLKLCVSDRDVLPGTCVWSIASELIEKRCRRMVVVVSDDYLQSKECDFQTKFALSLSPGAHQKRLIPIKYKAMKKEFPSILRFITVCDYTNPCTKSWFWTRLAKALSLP
# APP 5'UTR act – APP 5'UTR luciferase reporter activation | activation, % at 2 µM | AID 1276 | 190,000 tested, 1% active | SH-SY5Y APP 5'UTR luciferase reporter, luminescence; zero percent = DMSO vehicle wells;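 active = activation above a set limit, based on mean plus 3 SD of controls, cut at about 140% in these data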; note: values of inactives mirror those of a sister screen read the other way
# HMGR II inh – blocks class II HMG-CoA reductase of Enterococcus faecalis; purified E. faecalis HMGR, NADPH absorbance 340 nm kinetic; inhibition, % at 10 µM; 190,000 tested, 0.41% active; AID 1066;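 active = inhibition above a set limit, the median over all tested compounds plus 3 SD, cut at about 9.5% in these data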;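 note: enzyme runs in reverse so mevalonate oxidation gives rising NADPH absorbance; 0% = complete reaction with DMSO and 100% = background rate lacking mevalonate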
# STAT1 inh – inhibitors of IFN-gamma induced STAT1 signaling | inhibition, % at 5.5 µM | NIH 3T3 STAT1-luciferase reporter, luminescence | 200,000 tested, 0.35% active;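 active = inhibition above a set limit, the mean inhibition across all tested compounds plus 3 SD, cut at about 34% in these data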;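 note: 0% = IFN-gamma with DMSO and 100% = IFN-gamma with 300 µM nifuroxazide; values of inactives mirror those of a sister screen read the other way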
# NF-kB expr up – NF-kB expression increase, human neuronal cells; AID 1239; 190,000 tested, 1.6% active; fold change at 12.5 µM; NF-kB reporter expression; stronger effect = higher value; in the data active = fold change above about 3.3
# STAT3 inh – STAT3 signaling inhibition. 190,000 tested, 0.89% active. inhibition, % at 5.5 µM. AID 862. U3A cells, IL-6 STAT3-luciferase reporter, luminescence; host cell line lacks STAT1;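 active = inhibition above the mean inhibition across all screened compounds plus 3 SD, cut at about 44% in these data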;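 note: 0% = DMSO only wells and 100% = 100 µM nifuroxazide control wells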
# Active calls of the source: *; · = not tested or not shown. No enrichment for hits. Share with any hit: about 5.6%.
SMILES,STAT3 activator,Hsp70 act,Redox H2O2 prof,STAT1 activator,TLR4-MyD88 BLA,APP 5'UTR act,HMGR II inh,STAT1 inh,NF-kB expr up,STAT3 inh
CCOc1ccc2nc(NC(=O)CSc3nc(SC)ns3)sc2c1,112,-0.2,1.6,110,-6,17,-7,-11,2.5,-6
CC(=O)Nc1ccccc1C(=O)C(=O)Nc1ccc(C)c(C)c1,86,-0.1,·,128,1,81,-3,-32,1.2,16
Cn1ccnc1SCC(=O)NC1CCCCC1,95,-0.1,0.1,101,-7,9,-2,-1,1.3,9
O=C(NNC(=O)C1CC(c2cccnc2)=NO1)Nc1cccc(F)c1 (configuration not stated),91,-0.2,-4.6,105,17,12,-1,-6,1.1,18
CCOc1ccc(NC(=O)CCC(=O)NNC(=O)COc2ccc(C)cc2)cc1,98,-0.2,-1.7,100,9,17,-2,-1,1.1,6
CCOC(=O)C1C(C(=O)NN)C1C(=O)Nc1ccccc1 (configuration not stated),98,-0.3,-1.1,111,-5,-2,-2,-11,1.4,3
Cc1c(C#N)c(NC(=O)CCl)n(Cc2cccs2)c1C,76,-0.1,-2.2,76,-5,23,1,26,0.23,32
COc1ccc(CCNC(=O)CSc2nc3[nH]ncc3c(=O)n2-c2ccc(Br)cc2)cc1OC,115,-0.1,0.4,99,4,20,-4,0,0.9,-16
C=CCNC(=S)NNC(=O)c1ccc(Br)o1,100,-0.2,-0.1,93,-1,13,1,10,1.1,-3
COc1ccc(C(=O)N[C@H](C(=O)NCc2ccco2)C(C)C)cc1,104,-0.3,-1.6,96,-4,-4,1,2,0.95,-3
C=CCN1C(=O)/C(=C/c2ccsc2)SC1=S,84,-0.1,-1.4,103,-7,7,-4,-6,1.3,24
Cc1ccc(NC(=S)N(CCCN2CCOCC2)Cc2ccccn2)cc1Cl,97,-0.3,-0.2,99,-3,-13,-4,1,1.3,4
CCC(=O)Nc1cccc(NC(=O)c2ccccc2Br)c1,87,-0.6,0.1,91,-4,11,-5,10,1.1,17
Cc1cccc(C(=O)Nc2cccc(Br)c2)c1[N+](=O)[O-],102,-0.1,-1.6,95,-6,17,1,5,0.95,9
CC(=O)Nc1ccc(S(=O)(=O)Nc2nc(C)cc(-n3nc(C)cc3C)n2)cc1,99,-0.1,2.0,97,3,11,0,4,1.5,4
NC(=O)c1oc2ccccc2c1NC(=O)c1ccccc1,101,-0.5,-0.1,85,-4,-16,-3,7,0.76,-2
Cc1sc(NC(=O)c2cc(-c3ccc(Cl)cc3)nc3ccccc23)c(C(N)=O)c1C,92,-0.1,-4.2,95,-5,-5,-7,6,1.1,15
CCOP(=O)(c1c(F)c(F)c(F)c(F)c1F)C(O)c1ccccc1 (configuration not stated),100,-0.4,0.3,100,7,1,1,-1,1,7
COc1ccc(-c2nc(Cn3c(SCc4cccc(F)c4)nc4ccncc43)c(C)o2)cc1OC,94,0.0,0.1,100,-9,9,3,1,0.9,8
CC(C)On1c(SC(C)C)nc2ccccc2c1=O,96,0.2,0.1,95,-11,7,-1,5,1.3,9

# Some of the entries above in another layout.
Structure	STAT3 activator	Hsp70 act	Redox H2O2 prof	STAT1 activator	TLR4-MyD88 BLA	APP 5'UTR act	HMGR II inh	STAT1 inh	NF-kB expr up	STAT3 inh
Cc1cccc(C(=O)Nc2cccc(Br)c2)c1[N+](=O)[O-]	102	-0.1	-1.6	95	-6	17	1	5	0.95	9
CCOP(=O)(c1c(F)c(F)c(F)c(F)c1F)C(O)c1ccccc1 (configuration not stated)	100	-0.4	0.3	100	7	1	1	-1	1	7
CCOC(=O)C1C(C(=O)NN)C1C(=O)Nc1ccccc1 (configuration not stated)	98	-0.3	-1.1	111	-5	-2	-2	-11	1.4	3

# New compounds follow:
SMILES,STAT3 activator,Hsp70 act,Redox H2O2 prof,STAT1 activator,TLR4-MyD88 BLA,APP 5'UTR act,HMGR II inh,STAT1 inh,NF-kB expr up,STAT3 inh
CC1CN(C(=O)C2CCCCC2)C(C)CN1C(=O)C1CCCCC1 (configuration not stated),96,0.1,0.9,90,-2,·,-1,9,1.1,8
Cc1ccc(C(=O)C(C)OC(=O)C2=COCCO2)cc1C (configuration not stated),99,-0.2,1.7,96,-2,12,-4,4,1.3,3
CC(C)(C)C(=O)NC(=S)N1CCc2ccccc21,122,-0.1,0.1,98,-20,-9,-6,0,0.84,-17
Cc1nn(-c2ccccc2)c2c1C(O)n1c(nc3ccccc31)S2 (configuration not stated),121,-0.2,-2.3,103,9,-9,-6,-2,1.1,-18
Cc1ccc(NC(=O)COc2cccc3ccc(C)nc23)c(Br)c1,98,-0.2,-0.3,103,4,13,-2,-4,0.9,7
N/C(=N\OC(=O)Cc1ccc(Cl)cc1)c1ccccn1,102,-0.1,0.2,114,-14,35,-2,-15,2.3,-2
CNC(=O)c1sccc1S(=O)(=O)Cc1c(Cl)cccc1Cl,89,-0.6,0.0,91,1,23,-3,10,1.1,18
COC(=O)c1cc(C#N)c(N2CCOCC2)nc1C,103,-0.1,-1.2,107,-5,-7,-4,-8,1.6,6
Cc1c(-c2nnc(-c3ccc(C(F)(F)F)cc3)o2)cnn1-c1ccccc1,90,0.1,0.0,104,-5,11,0,-4,1.6,11
CC(=O)Nc1ccc(NC(=O)C(C)OC(=O)CCc2nc3ccccc3s2)cc1 (configuration not stated),92,-0.3,-1.7,98,-16,7,-2,2,1.1,13
Cc1ccc(NC(=O)CSc2nnc(-c3ccc(S(=O)(=O)N4CCCC4)cc3)o2)cc1C,106,0.3,1.1,99,3,13,-6,2,1.2,-2
CCC(Sc1nc2ccc(C)cc2[nH]1)C(=O)O (configuration not stated),110,0.1,-1.2,102,10,-1,-1,-3,1.1,-5
COc1ccc(C(=O)N[C@H](C(=O)Nc2nc3c(s2)CCCC3)C(C)C)cc1,122,0.5,-0.1,125,3,27,1,-28,1.6,-21
CC1(C)CC(=O)c2cc(C(=O)N3CCCC(C)(C)C3)c(=O)n(-c3ccccc3)c2C1,102,-0.1,-0.3,105,10,3,-5,-5,1.1,5
Cc1[nH]n(-c2ccccc2)c(=O)c1C=NC1CCCCCC1,107,-0.3,0.0,121,2,-6,-6,-25,1.3,-5
CC(C)NC(=O)c1onc(CSc2ccc(Cl)cc2)c1C(=O)O,111,0.4,-11,100,-4,8,0,0,1.1,-13
O=C(CCS(=O)(=O)c1ccc(Cl)cc1)N1CCN(S(=O)(=O)c2cccs2)CC1,101,-0.6,2.3,97,3,0,1,3,1,4
C=CCOc1c(Br)cc(/C=N/n2c(CC)n[nH]c2=S)cc1Br,103,-0.3,0.2,98,-5,30,4,3,1.1,-6
CCOC(=O)C1CCCN(C(=O)c2cc(Nc3ccc(OC)cc3)nc3ccccc23)C1 (configuration not stated),105,-0.5,0.0,102,-5,13,-6,-2,0.55,-7
Cc1cc(C)cc(C(=O)N2CCN=C2SCc2ccc([N+](=O)[O-])cc2)c1,98,-0.2,0.4,115,-7,0,-6,-17,0.93,4
Cc1ccc2oc(=O)cc(/C=C/c3ccccc3)c2c1,86,0.1,0.1,111,7,-16,-1,-12,0.95,20
O=[N+]([O-])c1cc(C(F)(F)F)ccc1N1CCN(S(=O)(=O)c2ccc3ccccc3c2)CC1,77,-0.1,3.8,102,8,0,-5,-2,1.2,37
COC(=O)c1ccccc1NC(=O)c1ccc(COc2ccc3c(c2)CCC3)cc1,103,-0.3,-5.5,108,-21,-19,5,-9,1.2,1
C=C(C)Cn1c(SCC(=O)N/N=C/c2cccc(O)c2)nc2ccccc2c1=O,96,-0.3,0.4,93,3,2,-2,8,0.73,1
NC(=O)CSc1cn(Cc2ccc(F)cc2)c2ccccc12,95,-0.2,-0.1,95,3,8,0,4,1.2,7
CS(=O)(=O)N(CC(=O)NC1CC2CCC1C2)c1ccc(Oc2ccccc2)cc1 (configuration not stated),101,0.2,-1.8,104,1,-1,-3,-6,1,2
C=CCc1cccc(/C=N/NC(=O)c2ccccc2OC)c1O,82,-0.2,-0.5,118,1,-8,-6,-21,1.8,29
CC(C(=O)N1CCCc2ccccc21)N1CCN(S(=O)(=O)c2ccccc2F)CC1 (configuration not stated),103,-0.2,-0.6,101,-1,-20,1,-1,0.93,3
C=CCOC(=O)C1=C(C)NC(=O)NC1/C=C/c1ccccc1OC (configuration not stated),97,-0.2,-0.3,102,-1,0,-5,-2,0.77,11
O=C(Nc1ccccc1-c1nnc(SCc2ccc(Cl)cc2)o1)c1ccccc1,87,0.0,4.2,100,2,-12,4,0,0.82,21
CCC(CC)NC(=O)c1ccc2nc[nH]c2c1,95,-0.2,0.5,104,-3,-6,-2,-5,1.4,3
C=CCn1c(-c2cc3c(s2)CCC(CC)C3)n[nH]c1=S (configuration not stated),105,-0.2,0.1,94,0,1,0,6,1.4,0
O=C(O)CCC(=O)c1ccc2c(c1)CCCC2,109,0.4,-0.2,102,1,6,2,-4,0.88,0
FC(F)(F)c1ccc(C2NCCc3sccc32)cc1 (configuration not stated),107,0.0,-1.4,102,-1,-5,-6,-3,1.7,-5
CCSc1nc2c(sc3ccccc32)c(=O)n1C(C)C,107,-0.2,0.1,101,-13,18,-2,-1,1.2,-12
O=C(O)c1cccc(CSc2n[nH]c(-c3ccc(Cl)cc3Cl)n2)c1,89,0.1,-0.3,98,-15,18,-3,0,0.87,22
CS(=O)(=O)N1CCN(C(=O)CCC2CCCC2)CC1,100,-0.2,2.6,102,5,2,-6,-2,1.2,9
COc1cccc(-n2nc(C(=O)Nc3ccc4c(c3)OCO4)c3ccccc3c2=O)c1,85,0.0,-2.2,100,-5,10,-2,0,0.35,21
CC1=NN(/C(=N\c2nnc(C)s2)Nc2ccc(C(C)(C)C)cc2)[C@H](c2ccc(C)cc2)S1,94,0.6,-0.6,93,0,2,0,8,0.91,10
COc1cc2nc(N(C)C)nc(N)c2cc1OC,112,-0.1,-1.0,107,-4,-4,-2,-8,0.92,-9
S=c1[nH]nc(CSc2nc3ccccc3s2)n1C1CCCCC1,111,-0.2,-3.9,102,-14,14,-7,-2,0.97,-7
Cc1ccccc1N1CCN(C(=O)CCN2C(=O)c3ccccc3C2=O)CC1,105,0.2,-7.6,115,-10,-9,0,-17,1.4,-1
CC(=O)Cn1nnc2sc(-c3ccccc3)cc2c1=O,115,0.7,-0.1,146*,4,50,-4,-51,1.7,-18
C=CCn1c(O)c(CN2CCOCC2)c(C)c(C#N)c1=O,98,-0.5,-4.1,96,-11,-15,·,5,·,10
Cc1ccc(NC(=S)N(CCCN2CCN(C)CC2)Cc2cccs2)cc1C,101,0.1,-2.1,102,-2,-6,0,-5,1.4,0
CC12CCC(c3nnc(SCc4ccc(Cl)cc4)nc31)C2(C)C (configuration not stated),103,-0.2,1.0,104,8,-13,-1,-7,0.94,-2
O=C(NCC1CCCO1)[C@@H]1CSC2c3ccccc3C(=O)N21 (some centres not stated),96,-0.1,0.2,107,17,7,2,-8,1.1,8
O=C(OCn1nnc2ccccc2c1=O)c1ccc2c(=O)n3c(nc2c1)CCC3,95,0.5,2.1,99,8,-13,-4,2,1.1,13
